# Source: PubChem (several laboratories)
# IDE cell inh – human IDE inhibitors in live cells, primary screen, fluorescence polarization, HEK cells, FAbetaB substrate; 320,000 compounds, 0.41% hits; inhibition, % at 5.59 µM; AID 434962, 2010; FAbetaB cleavage;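 active means percent inhibition above the average of all tested compounds plus 3 SD, set per screening campaign, cut at about 16% in these data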;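 further: IDE supplied by intact live HEK cells; FP after avidin binding of uncleaved biotin substrate so inhibition keeps polarization high; 0% = DMSO wells and 100% = 60 µM reference IDE inhibitor Ii1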
# IMP-1 inhibitor – IMP-1 metallo-beta-lactamase inhibitors, primary screen, biochemical, epi-absorbance readout, Pseudomonas aeruginosa enzyme; metallo-beta-lactamase IMP-1 (Pseudomonas aeruginosa); purified IMP-1, nitrocefin hydrolysis, epi-absorbance fluorescence; inhibition, % at 5.6 µM; 290,000 compounds, 0.45% hits;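 active means inhibition above the mean plus 3 SD of all compounds in the same screening run, cut at about 4.5% in these data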;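 further: 0% = IMP-1 with DMSO and 100% = DMSO wells lacking enzyme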
#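 System: purified IMP-1 / Input: IMP-1 dispensed at 0.2 nM / Medium: 50 mM HEPES pH 7.1, 50 µM ZnSO4, 0.05% Brij 35 / Timing: 15 min enzyme–compound preincubation, then 25 min nitrocefin reaction, 25 °C / Technique: plate fluorescence quenching by hydrolysis product, ex 480/em 530 nm / Repeats: singlicate testing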
# NALP1 inh – NALP1 inflammasome inhibitors in reconstituted yeast, colorimetric, S. cerevisiae, triplicate retest | S. cerevisiae NALP1/ASC/caspase-1 growth, X-gal OD620, 72 h | 280,000 compounds, 0.61% hits | inhibition, % at 10 µM | AID 2071, 2009; in the data active means inhibition mostly above about 24%, no sharp cut-off; inactive means mostly below about 32%; further: some compounds called inactive have numbers as strong as hits
# VIM-2 inh – VIM-2 metallo-beta-lactamase inhibitors, primary screen, biochemical, epi-absorbance readout, Pseudomonas aeruginosa enzyme; purified VIM-2, nitrocefin hydrolysis, epi-absorbance fluorescence; inhibition, % at 5.6 µM; 290,000 compounds, 0.89% hits;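 active means inhibition above the mean of all tested compounds plus 3 SD, cutoff set per screening run, cut at about 7.5% in these data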;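 further: red hydrolysis product quenches plate fluorescence so inhibitors raise well fluorescence; 0% = enzyme with DMSO and 100% = DMSO without enzyme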
# PHOSPHO1 block – PubChem AID 1565; 290,000 compounds, 1.1% hits; Phosphoethanolamine/phosphocholine phosphatase (Homo sapiens), Q8TCT1; inhibition, % at 13.3 µM; recombinant PHOSPHO1, absorbance phosphatase assay; in the data active means inhibition above about 60%
# Target sequence (Q8TCT1 whole entry, looked up): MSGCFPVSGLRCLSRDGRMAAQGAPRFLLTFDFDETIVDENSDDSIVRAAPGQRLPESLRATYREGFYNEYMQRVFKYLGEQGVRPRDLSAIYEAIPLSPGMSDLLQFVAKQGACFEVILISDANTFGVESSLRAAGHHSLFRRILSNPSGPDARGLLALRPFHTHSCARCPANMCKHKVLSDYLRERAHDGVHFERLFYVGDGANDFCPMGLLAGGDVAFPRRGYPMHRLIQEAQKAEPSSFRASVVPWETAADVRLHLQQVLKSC
# GPR7 antag – GPR7 receptor antagonists, primary screen, cell-based, fluorescence, single concentration; GPR7-expressing cells, fluorescence antagonist assay; Neuropeptides B/W receptor type 1 (Homo sapiens), P48145; AID 1861, 2009; 290,000 compounds, 1.1% hits; inhibition, % at 4.4 µM; in the data active means inhibition above about 16%, passing the limit was not always enough;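 further: cells stimulated with the agonist NPW; 0% = agonist with vehicle and 100% = vehicle without agonist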
# Target sequence (P48145 whole entry, looked up): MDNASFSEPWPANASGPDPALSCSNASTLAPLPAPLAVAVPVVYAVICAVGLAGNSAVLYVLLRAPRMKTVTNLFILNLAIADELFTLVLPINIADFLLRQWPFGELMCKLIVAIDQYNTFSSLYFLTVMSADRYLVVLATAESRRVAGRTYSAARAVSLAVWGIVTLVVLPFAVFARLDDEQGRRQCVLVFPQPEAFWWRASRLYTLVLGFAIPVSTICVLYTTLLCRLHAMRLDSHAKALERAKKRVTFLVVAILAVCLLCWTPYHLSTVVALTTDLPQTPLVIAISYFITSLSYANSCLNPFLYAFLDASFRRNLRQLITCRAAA
# M18AAP inhibitor – PfM18AAP inhibitors, malaria aminopeptidase, primary screen, biochemical, QFRET, recombinant enzyme. M18 aspartyl aminopeptidase (Plasmodium falciparum 3D7). H-Glu-NHMec fluorogenic cleavage. inhibition, % at 7.35 µM. 290,000 compounds, 1.2% hits;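 active means inhibition above the campaign mean inhibition over all tested compounds plus 3 SD, cut at about 28% in these data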;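 further: 0% = plate median of test compound wells and 100% = 2 mM ZnCl2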
# pCIP destab – p/CIP-EGFP fusion destabilizers, primary screen, fluorescence, F442A cells. 16 h. decrease of EGFP signal, % at 10 µM. 290,000 compounds, 0.01% hits. AID 1984, 2009;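 active means EGFP signal decrease of at least 30% at 10 µM or well 3 SD below plate mean, unless failing retest; inactive means the rest, including hits failing retest or dose response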; further: some compounds called inactive have numbers as strong as hits; many of its hits are not listed in these tables
# IDE act – human IDE activators in live cells, primary screen, fluorescence polarization, HEK cells, FAbeta-B substrate; Insulin-degrading enzyme (Homo sapiens), P14735; activation, % at 5.96 µM; 340,000 compounds, 0.073% hits; AID 493087, 2011; FAbeta-B cleavage; 0% vehicle, 100% cell-free pure enzyme wells;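 active means activation above the mean of all tested compounds plus 3 SD, set per screening campaign, cut at about 17% in these data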
# Active calls of the source: *; / = not tested or not shown; & = joins results of further samples; ! = a repeat was not active.
SMILES,IDE cell inh,IMP-1 inhibitor,NALP1 inh,VIM-2 inh,PHOSPHO1 block,GPR7 antag,M18AAP inhibitor,pCIP destab,IDE act
CN1CCSc2ccc(C(=O)NCc3cccc(F)c3)cc21,4.0,-1.9,13.3,-2.2,7.0,9.8,10.0,1.8,0.6
Cc1ccc(S(=O)(=O)N(CC(=O)NCCSCc2ccco2)c2ccc(F)cc2)cc1,-2.2,-0.8,0.0,-0.6,9.7,-9.4,-6.4,3.2,/
Cc1cc(C(F)(F)F)nc(SCC(=O)Nc2c(C)n(C)n(-c3ccccc3)c2=O)n1,8.6,-4.1,12.4,0.1,16.0,-3.5,-1.6,16.7,-0.1
CCn1c(=O)c2cc(C(=O)Nc3cc(C)on3)sc2c2ccccc21,3.2,-1.6,14.4,-2.4,-13.9,-12.2,-8.0,3.1,-0.1
CCN(CC(=O)Nc1ccc2c(c1)OCCO2)S(=O)(=O)c1ccc(C)cc1,-0.7,-0.9,16.1,0.3,5.0,-8.1,-15.7,5.3,7.4
Cc1[nH]nc2c1/C(=N/O)CC(c1ccccc1)C2 (configuration not stated),-3.1,-2.5,3.8,-2.5,16.0,0.0,1.3,-17.2,5.0
Cc1cc(C)c(S(=O)(=O)N2CCN(CCO)CC2)c(C)c1,-0.1,-1.6,5.0,-4.6,-1.3,-2.1,-4.8,-10.6,1.0
Oc1ccc(Cl)cc1C1=Nc2ccccc2N=C(c2ccco2)C1,7.3,-1.3,8.1,-2.0,8.7,-10.1,-4.0,0.9,-4.0
CSc1nc(-c2ccco2)nn1C(=O)c1ccc(Cl)cc1,/,0.6,-9.6,2.5,-2.3,-5.1,2.9,-17.6,/
Cc1cc(=O)n2[nH]c(-c3ccc(C(C)(C)C)cc3)cc2n1,3.7,-2.8&-1.5,-1.0&-11.3,-2.3&-3.6,29.0&-0.1,24.8*!,0.1&-4.4,-4.7&-1.5,7.4
COc1cc(C2NC(=O)CS2)cc(OC)c1OC (configuration not stated),5.4,-0.7,29.3,-2.2,-0.2,-11.9,-11.5,-3.0,2.6
Cc1ccc(-c2c(C(=O)N/N=C/c3ccoc3)nnn2-c2nonc2N)cc1,2.9,-1.5,2.2,-1.7,12.6,-8.2,-7.1,-22.4,5.4
COC(=O)c1cn(CC(=O)NCc2cccs2)c2ccccc12,-4.6,-4.6,-28.6,2.5,-14.1,-6.3,-0.8,6.9,7.5
CN1CCc2c(sc(N)c2C(N)=O)C1,5.2,-3.0,25.0,-1.9,39.9,-2.9,-0.1,-1.7,1.3
Cc1cccc(CSCCNC(=O)Nc2ccccc2)c1,5.3,-4.0,33.7,-0.8,-4.4,-8.5,-4.5,-5.5,-2.8
Cc1ccccc1NC(=O)CCC(=O)OCC(=O)c1cccc([N+](=O)[O-])c1,0.4,-1.3,10.0,1.0,23.6,-4.7,3.2,-10.6,-3.7
COCCN(CCOC)S(=O)(=O)c1ccc(C(=O)Nc2nc(-c3ccccc3)c(C(=O)c3ccccc3)s2)cc1,-2.8,-3.0,34.7,-1.2,9.8,-6.4,-2.1,-12.3,4.7
COC(=O)C(CC(C)C)NC(=O)C(Cc1ccccc1)NC(=O)C1CCCN1C(=O)OC(C)(C)C (configuration not stated),1.9,-2.8,1.7,-3.9,42.9,0.9,6.3,-4.6,6.2
Cc1oc(-c2cccc(Cl)c2)nc1CN(C)C1CCOC1 (configuration not stated),1.5,-1.8,-7.9,-3.1,14.8,-10.7,-12.8,5.5,1.4
COc1ccc(-c2ccc(CCC(=O)O)n2NC(=O)c2cccs2)cc1,8.0,-2.7,1.6,-2.4,-3.3,0.5,5.8,4.2,1.1
COc1ccc(C(=O)Nc2cccc(C(C)=O)c2)cc1OC,-1.7,-2.4,12.3,-2.1,6.7,6.9,1.5,8.1,-2.9
Cc1ccc2nc(NCCCO)[nH]c2c1,3.4,-2.4,/,-0.8,/,-12.6,-1.3,/,1.2
CCCCn1c(N)c(N(CCOC)C(=O)COc2ccc(Cl)cc2)c(=O)[nH]c1=O,-2.5,-2.4,-9.7,-4.3,47.9,-14.2,1.9,-18.5,2.2
CCC(C)c1ccc(O)c(NC(=O)c2cccnc2)c1 (configuration not stated),0.3,-3.8,32.9,-5.1,-9.2,4.2,3.1,0.0,-2.5
COc1ccc(C(CC(=O)NC(C)(C)C)n2cccc2)cc1 (configuration not stated),10.8,2.1,2.4,1.9,12.9,14.6,-4.3,2.5,0.6
CCOC(=O)c1c(-c2ccccc2)nc2cc(C)ccn12,8.5,-1.9,11.5,1.3,41.7,-10.4,1.6,-17.5,5.4
c1ccc(-c2cc(N3CCOCC3)nc3ccccc23)cc1,10.2,-5.4,15.8,-1.3,2.2,-8.8,7.9,-49.0,-4.3
CC1CCN(C(=S)Nc2cccc(S(=O)(=O)N(C)C)c2)CC1,1.7,-2.4,2.8,-2.4,36.0,3.7,2.1,-15.4,-1.0
CCN1CCN(C(=O)c2ccc3c(Cl)c4c(nc3c2)CCCC4)CC1,2.1,-1.1,9.0,8.2*,17.4,-4.0,1.5,-3.7,3.5
COc1ccc(-c2nc(CSCC(=O)NCCC3=CCCCC3)c(C)o2)cc1OC,11.5,-2.8,12.2,-2.9,-9.2,9.2,9.1,-10.0,-0.2

# Fetched one by one from the list above (four):
SMILES,IDE cell inh,IMP-1 inhibitor,NALP1 inh,VIM-2 inh,PHOSPHO1 block,GPR7 antag,M18AAP inhibitor,pCIP destab,IDE act
COc1ccc(-c2ccc(CCC(=O)O)n2NC(=O)c2cccs2)cc1,8.0,-2.7,1.6,-2.4,-3.3,0.5,5.8,4.2,1.1
Cc1oc(-c2cccc(Cl)c2)nc1CN(C)C1CCOC1 (configuration not stated),1.5,-1.8,-7.9,-3.1,14.8,-10.7,-12.8,5.5,1.4
CCCCn1c(N)c(N(CCOC)C(=O)COc2ccc(Cl)cc2)c(=O)[nH]c1=O,-2.5,-2.4,-9.7,-4.3,47.9,-14.2,1.9,-18.5,2.2
COc1ccc(C(CC(=O)NC(C)(C)C)n2cccc2)cc1 (configuration not stated),10.8,2.1,2.4,1.9,12.9,14.6,-4.3,2.5,0.6

# The list continues:
SMILES,IDE cell inh,IMP-1 inhibitor,NALP1 inh,VIM-2 inh,PHOSPHO1 block,GPR7 antag,M18AAP inhibitor,pCIP destab,IDE act
Cc1ccc(NC(=O)CCC(=O)NNC(=O)COc2ccccc2)c(C)c1,4.3,-2.7,12.7,-5.8,-24.5,-11.3,10.7,-0.7,1.6
Cc1ncoc1C(=O)N1CCCC(C(=O)Nc2cccc(-c3ccc(F)cc3)c2)C1 (configuration not stated),10.6,-5.1,4.1,-4.5,19.2,6.3,-1.7,17.1,-1.1
COc1ccc([N+](=O)[O-])cc1COc1cc(C)cc2oc(=O)cc(-c3ccccc3)c12,1.1,0.3,18.7,-1.4,18.1,-7.2,1.0,-4.9,-0.6
CC1(C)c2ssc(=S)c2-c2ccccc2N1C(=O)CSC1=NCCS1,2.1,-1.1,0.4,-0.6,2.9,-13.4,-13.9,-9.7,1.6
CC1(C)C2CCC1(CS(=O)(=O)N1CCC(C(=O)O)CC1)C(=O)C2 (configuration not stated),-4.0,-0.8,-16.0,-2.3,3.7,1.8,1.7,0.6,3.9
Cc1nc2scc(C)n2c(=O)c1S(=O)(=O)Nc1ccc(OC(F)(F)F)cc1,-0.7,-1.6,3.8,-2.0,46.9,-18.6,4.6,-13.6,-1.8
Cn1c(=O)c2c(ncn2CC(=O)Nc2nnc(Cc3ccccc3)s2)n(C)c1=O,1.4,-3.0,18.0,-0.2,14.4,-9.0,-10.0,-1.6,0.3
COc1ccc(OC)c(CCNC(=O)CS(=O)(=O)Cc2nc(-c3ccccc3C)oc2C)c1,-1.4,0.3,11.3,-0.1,17.7,13.7,3.1,4.3,3.0
O=C(Nc1nnc(-c2ccco2)o1)c1cccc(Cl)c1,1.6,-2.3,6.3,-3.1,26.7,2.0,-1.9,5.5,-2.9
O=C(CCCOc1ccc(Cl)cc1Cl)Nc1ccccn1,-0.5,0.5,9.7,-4.5,28.7,4.3,2.0,4.3,8.4
CC(C)(C)C(=O)CN1CCN(S(=O)(=O)c2ccc(F)cc2)CC1,-0.4,-1.0,34.5,-2.8,14.1,-3.4,-4.8,-2.2,0.9
O=C(Cn1nc(-c2ccc(N3CCOCC3)c([N+](=O)[O-])c2)c2ccccc2c1=O)N1CCCCC1,2.1,-2.9,7.3,1.7,11.5,-14.7,-13.6,-9.5,8.3
COc1ccccc1C1C2CCCCC2(O)CCN1CC(=O)Nc1ccccc1 (configuration not stated),0.9,-0.2,-4.4,-0.6,11.4,8.5,4.5,0.6,8.2
CN(c1ccccc1)P(=O)(N(C)c1ccccc1)N(C)c1ccccc1,6.2,-2.8,-8.4,1.2,18.8,27.6*,-4.3,-8.3,4.9
Cn1c(=O)[nH]c(=O)c2c1nc(SCCN1CCOCC1)n2Cc1ccccc1,1.1,-0.3,/,0.2,-3.9,-6.2,-11.3,-2.8,4.3
CC1(C)Oc2ccc(C(=O)NC3CCCC3)cc2N(CC(=O)NC2CCCCC2)C1=O,1.9,-5.1,9.2,-4.0,23.2,-4.5,3.5,-1.2,-0.6
Cc1cc(C)cc(N(CC(=O)NCc2ccco2)C(=O)CCC(=O)Nc2ccccn2)c1,/,-1.6,18.3,0.4,23.9,-4.2,2.0,-9.1,5.1
Cc1cc(O)c(-c2cc(C(=O)Nc3ccc(S(=O)(=O)N4CCOCC4)cc3)[nH]n2)cc1C,3.9,-0.2,27.2,-2.2,13.6,-0.6,4.0,-20.4,-13.7
CCc1ccc(N(C(=O)c2csnn2)C(C(=O)NC2CCCCC2)c2cccnc2)cc1 (configuration not stated),-1.1,-0.9,-20.1,-0.4,35.9,16.5,-10.9,-24.1,-1.6
Cc1sc2nc(-c3ccco3)oc(=O)c2c1C,-1.9,1.1,24.9,-4.1,23.8,-13.1,1.6,-11.9,-1.3
COc1ccccc1CC(=O)Nc1ccc(-c2nnc(-c3ccco3)o2)cc1,2.8,-1.1,5.2,-1.4,1.4,12.9,0.0,-12.6,4.6
CCOc1c(Cl)cc(CNCC(C)C)cc1OC,4.8,-1.0,69.1,-2.4,-5.3,-2.0,-6.4,-3.2,1.6
C=CCN(C(=O)Cn1nc(C)n2c(cc3cc(C)ccc32)c1=O)c1ccccc1,-3.0,1.1,20.6,1.6,18.1,-14.6,-11.3,3.6,5.5
O=C(/C=C/Nc1ccc(F)cc1)c1ccco1,-4.1,-5.9,17.6,0.2,-3.4,-8.6,0.8,-5.5,3.6
CCOC(=O)c1cc(C#N)c(SC)nc1C,0.6,-0.2,13.1,-0.1,39.9,-3.2,8.8,1.3,10.3
COc1ccc(/C=N/NC(=O)c2cccnc2)c(C(=O)O)c1OC,-1.4,-2.4,1.1,-3.9,14.6,-15.0,2.5,-6.8,-0.3
